Screening data deposited in PubChem by several laboratories.
Rev-erbA mod – Rev-erb alpha (human) modulation | hit rate 0.79% among 370,000 | activity, % at 10 µM | Rev-erbα–FITC-DNA binding, fluorescence polarization, 90 min;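 active means activity above about 14%, limit read from the data; passing the limit was not always enough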;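 further: 0% = DMSO wells with 35 nM protein and 100% = DMSO wells with 750 nM protein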
GAA850 FXN act – increases GAA850 frataxin promoter reporter activity | AID 540364 | HEK293 lucGAA850 FXN promoter luciferase reporter, 24 h; percent of 10 µM SAHA response | activation, % at 6 µM | hit rate 0.56% among 360,000;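 active means activation above the average of all compounds screened plus 3 SD, cutoff fixed separately per campaign, cut at about 7.5% in these data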;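 further: 0% = DMSO wells and 100% = 10 µM SAHA wells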
PG9 binder – PG9 antibody binding by small molecule | inhibition, % at 6.7 µM | TR-FRET gp120-PG9 antibody binding | hit rate 0.43% among 360,000; in the data active means inhibition above about 8.5%
SMARCA2 act – SMARCA2 function activation, primary screen; AID 652017; MG213 cells, MMTV-luciferase reporter, dexamethasone, overnight; hit rate 1% among 370,000; activation, % at 9.1 µM; in the data active means activation above about 7.8%;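 further: 0% = vehicle wells and 100% = reference activator wells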
DAX1 inh-1 – inhibitors of DAX1 repression of SF-1 activated StAR promoter. HEK293T StAR-luciferase reporter, SF-1/DAX-1 repression relief. inhibition, % at 6.8 µM. hit rate 1.1% among 370,000. AID 652010;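 active means inhibition above the mean over all tested compounds plus 3 SD, cut at about 3.6% in these data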;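 further: 0% = DAX-1 cells with DMSO and 100% = cells lacking DAX-1 with DMSO; higher inhibition means more luminescence from relief of DAX-1 repression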
DAX1 inh-2 – inhibitors of human orphan nuclear receptor DAX1 (NR0B1) | P51843 | HEK293 Gal4-DAX1 luciferase reporter, luminescence | inhibition, % at 6.75 µM | hit rate 0.99% among 340,000 | AID 504766;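 active means inhibition above the mean over all tested compounds plus 3 SD, cut at about 4.2% in these data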;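 further: 0% = DAX1-transfected cells with DMSO and 100% = empty-vector control cells with DMSO; inhibition shows as a rise in luminescence from relieved DAX1 repression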
hcDAF-12 act – activators of H. contortus DAF-12 nuclear receptor. HEK293 hcDAF-12 lit1-tk-luc reporter, luminescence; 0% DMSO, 100% Δ7-dafachronic acid. hit rate 1.4% among 370,000. activation, % at 6.8 µM;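 active means activation above the mean of all tested compounds plus 3 SD, cut at about 5.5% in these data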;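 further: 100% = response to 3 µM Δ7-dafachronic acid high control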
HGIII-sPLA2 inh – Blocks human group III sPLA2 activity. AID 743126. hit rate 0.56% among 370,000. Q9NZ20. QFRET BODIPY PC-A2 liposome hydrolysis, fluorescence. inhibition, % at 12.2 µM;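 active means inhibition above mean plus 3 SD of compounds lying within the high and low control bounds, cut at about 19% in these data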;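 further: 0% = median of test compound wells and 100% = no enzyme DMSO wells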
ssDAF-12 act – activates DAF-12 receptor from parasite S. stercoralis | HEK293 ssDAF-12/GRIP1 lit1-tk-luc reporter, luminescence; % of 3 µM dafachronic acid response | activation, % at 6.8 µM | hit rate 1% among 370,000 | AID 652126;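 active means activation above the mean over all tested compounds plus 3 SD, cut at about 0.9% in these data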;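 further: 0% = DMSO-only wells and 100% = 3 µM delta7-dafachronic acid wells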
PLCb3 inh – PLC-beta3 (human) inhibition, primary screen; inhibition, % at 12.2 µM; AID 720704; Q01970; Purified PLC-beta3, fluorogenic substrate, fluorescence; hit rate 0.18% among 370,000; in the data active means inhibition above about 11%;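 further: 0% = median of compound wells on plate and 100% = full blocker control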
Target sequence (Q01970 whole entry, looked up): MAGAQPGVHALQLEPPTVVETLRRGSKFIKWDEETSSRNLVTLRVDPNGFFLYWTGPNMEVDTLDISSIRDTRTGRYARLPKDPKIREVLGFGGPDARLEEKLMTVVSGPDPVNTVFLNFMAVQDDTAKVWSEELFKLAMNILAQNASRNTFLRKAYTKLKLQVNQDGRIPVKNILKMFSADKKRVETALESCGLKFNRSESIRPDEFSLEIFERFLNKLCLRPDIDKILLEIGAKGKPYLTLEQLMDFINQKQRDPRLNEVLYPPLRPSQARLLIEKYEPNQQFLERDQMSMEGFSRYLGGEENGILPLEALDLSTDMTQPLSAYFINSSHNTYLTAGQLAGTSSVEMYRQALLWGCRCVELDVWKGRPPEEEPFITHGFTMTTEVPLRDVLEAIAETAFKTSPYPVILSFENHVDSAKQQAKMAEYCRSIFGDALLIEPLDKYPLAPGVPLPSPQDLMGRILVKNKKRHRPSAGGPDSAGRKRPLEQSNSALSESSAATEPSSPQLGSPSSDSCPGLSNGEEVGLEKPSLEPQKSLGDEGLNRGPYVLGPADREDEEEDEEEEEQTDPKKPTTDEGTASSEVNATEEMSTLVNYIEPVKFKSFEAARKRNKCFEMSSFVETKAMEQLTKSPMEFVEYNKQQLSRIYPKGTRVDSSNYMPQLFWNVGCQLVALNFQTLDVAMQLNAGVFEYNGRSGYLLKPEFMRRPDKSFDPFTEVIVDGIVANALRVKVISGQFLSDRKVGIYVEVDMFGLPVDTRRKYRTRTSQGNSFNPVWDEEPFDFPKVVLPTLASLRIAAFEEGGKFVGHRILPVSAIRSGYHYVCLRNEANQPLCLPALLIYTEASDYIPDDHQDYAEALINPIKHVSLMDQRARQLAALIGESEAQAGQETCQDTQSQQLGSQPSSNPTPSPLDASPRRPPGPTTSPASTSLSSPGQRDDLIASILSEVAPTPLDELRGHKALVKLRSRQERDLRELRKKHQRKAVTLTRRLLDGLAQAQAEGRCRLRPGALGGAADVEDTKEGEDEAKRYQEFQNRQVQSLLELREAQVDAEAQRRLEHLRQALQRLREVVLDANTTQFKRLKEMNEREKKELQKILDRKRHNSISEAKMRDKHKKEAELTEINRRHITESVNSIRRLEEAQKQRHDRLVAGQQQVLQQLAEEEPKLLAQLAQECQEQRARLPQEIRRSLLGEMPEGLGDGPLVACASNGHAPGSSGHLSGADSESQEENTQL
hgDAF12 agonist – activates the H. glycines DAF-12 receptor ligand-binding domain | AID 687014 | hit rate 1.8% among 370,000 | HEK293 GAL4-hgDAF12 UAS-luciferase reporter, agonist luminescence; normalized to butyrate control | activation, % at 6.8 µM;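 active means activation above a cutoff set at the mean of all screened compounds plus 3 SD, cut at about 10% in these data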;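 further: 0% = DMSO wells and 100% = sodium butyrate wells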
The depositor's hits bear a star; · = not tested or not shown.

Structure,Rev-erbA mod,GAA850 FXN act,hcDAF-12 act,HGIII-sPLA2 inh,DAX1 inh-2,SMARCA2 act,DAX1 inh-1,ssDAF-12 act,PG9 binder,PLCb3 inh,hgDAF12 agonist
COc1ccc(N2CCN(CC(=O)NC(=O)NCc3ccco3)CC2)cc1,-6,1.1,-0.1,4,-0.7,2,-0.6,-0.6,-1.7,4,1.8
O=C(NCc1ccco1)C(C(=O)c1ccc(F)cc1)n1ccccc1=O (stereo not drawn),-5,-2.6,-1.1,-2,0.2,-1,0.3,-0.7,-0.8,6,-1.4
O=C1C2C3C=CC(C3)C2C(=O)N1c1ccncc1 (stereo not drawn),4,-0.7,-1.5,1,0.0,0,0.1,-0.8,1.1,0,1.8
CCN(CC)C(=O)CSc1nnc(CCN)o1,0,-1.0,0.9,1,0.7,-1,-0.5,-0.1,-3.1,5,-1.5
CCOc1cccc(OCCCNCCCOC)c1,3,0.6,-0.8,4,-0.9,-1,0.0,-1.1,-1.6,5,0.4
COc1cc(CN2C(=O)C(Cc3ccccc3)ON=C2c2ncccc2C)cc(OC)c1 (stereo not drawn),0,-0.6,-1.7,-11,·,-1,-1.4,-1.1,-0.8,-1,-2.9
CC(=O)N1CC2(NC(=O)c3ccccc3N2)c2ccccc21 (stereo not drawn),-5,0.5,-2.2,-1,3.8,-1,-0.5,-1.1,2.1,-403,2.1
Cc1cc(C)nc(NS(=O)(=O)c2ccc(NC(=O)CN3C(=O)c4ccccc4C3=O)cc2)n1,-3,·,-1.3,0,·,-4,0.0,-1.1,-0.9,5,-0.1
O=C(NCc1ccccc1)c1cc(C2CCCCN2C(=O)c2ccc(Cl)cc2)on1 (stereo not drawn),-11,-0.3,-2.9,-6,·,-2,-1.6,-1.7,0.0,2,-2.1
COC(=O)[C@]12C[C@H](CC(=O)NCc3ccccc3)C(=O)N(CCC3=CCCCC3)C1=C[C@H](C(C)C)O[C@@H]2C1CC1,-5,·,-1.0,0,·,0,-1.2,-1.8,·,3,2.0
N/C(=N\OC(=O)c1ccc(Cl)cc1)c1cccnc1,8,3.8,1.1,3,1.6,5,2.7,-0.5,-2.3,5,1.8
c1ccc(N2CCN(C3CC4CCC3C4)CC2)cc1 (stereo not drawn),-1,0.3,-1.0,2,-0.3,-1,0.3,-0.9,-1.1,-3,0.1
O=C(NCC(=O)N1CCN(S(=O)(=O)/C=C/c2ccccc2)CC1)c1ccccc1F,1,1.0,-2.2,1,-0.5,0,-0.6,-0.6,-0.1,-1,0.2
O=[N+]([O-])c1ccc(S(=O)(=O)NN=Cc2ccc3c(c2)OCO3)cc1,-6,1.1,0.3,15,1.0,-2,0.0,-1.0,-0.7,-1,0.8
CCCc1nnc(SCC(=O)Nc2ccc(NC(C)=O)cc2)n1-n1cccc1,-2,-1.5,-1.8,11,-2.3,-4,-1.2,-1.4,-0.2,2,1.6
Cc1ccc(-n2nc3ccc(NC(=O)c4ccc5c(c4)OCO5)cc3n2)cc1,-6,-0.6,1.1,-2,0.0,-3,0.4,0.1,-3.7,-25,3.0
O=C(NCc1ccco1)c1cccc(-c2ccc3nncn3c2)c1,-1,1.6,-0.4,7,·,0,1.1,-1.4,-1.4,-2,-0.2
COCc1ccc(CN2CCC(n3nccc3NC(=O)CCCc3ccccc3)CC2)o1,-7,-1.8,-0.2,7,0.0,-3,-0.1,-1.0,-0.7,-7,-1.0
CC(OC(=O)CNC(=O)c1ccccc1)C(=O)Nc1ccc(S(=O)(=O)N2CCOCC2)cc1 (stereo not drawn),-4,5.0,0.3,-5,-1.0,-1,-0.1,-0.9,-0.5,-5,0.7
COC(=O)[C@H](CC(C)C)NC(=O)/C=C/[C@H]1O[C@@H](n2ccc(=O)[nH]c2=O)[C@H](O)[C@@H]1O,-2,·,1.2,6,·,-1,-0.9,-0.6,1.9,2,1.4

Overlap with the part before: two compounds, followed by the next part.
Structure,Rev-erbA mod,GAA850 FXN act,hcDAF-12 act,HGIII-sPLA2 inh,DAX1 inh-2,SMARCA2 act,DAX1 inh-1,ssDAF-12 act,PG9 binder,PLCb3 inh,hgDAF12 agonist
CC(OC(=O)CNC(=O)c1ccccc1)C(=O)Nc1ccc(S(=O)(=O)N2CCOCC2)cc1 (stereo not drawn),-4,5.0,0.3,-5,-1.0,-1,-0.1,-0.9,-0.5,-5,0.7
COC(=O)[C@H](CC(C)C)NC(=O)/C=C/[C@H]1O[C@@H](n2ccc(=O)[nH]c2=O)[C@H](O)[C@@H]1O,-2,·,1.2,6,·,-1,-0.9,-0.6,1.9,2,1.4
CC1CCN(C(=O)c2ccc3ccccc3c2)CC1,-2,3.3,0.6,10,0.0,2,7.9*,-1.1,0.4,-1,14*
O=C(OCC(O)C(O)COC(=O)c1ccccc1)c1ccccc1 (stereo not drawn),2,-0.1,0.5,-2,0.3,1,-0.3,-0.3,-3.1,2,0.1
CCOC(=O)c1cnc2c(CC)cccc2c1NCCN1CCOCC1,1,0.1,2.0,-1,0.6,4,0.0,-0.8,-2.5,-8,9.7
Cc1ccc(C(C(=O)NC2CCCCC2)N(C(=O)c2csnn2)C2CCCC2)o1 (stereo not drawn),-1,-1.7,0.1,0,0.3,-3,0.1,-1.2,0.2,2,0.7
Cc1ccc(NC(=O)COC(=O)CCc2ccccc2)c(Cl)c1,0,0.0,-0.9,-7,-0.7,-1,-0.3,-0.4,-1.0,-9,0.4
COc1ccc(/C=N/NS(=O)(=O)c2ccccc2)cc1OC,-6,0.9,-0.7,1,-0.6,-4,0.2,-1.4,-1.5,2,-1.6
COC(=O)c1cc2c(c3c4cc(C)ccc4n(S(=O)(=O)c4ccc(C)cc4)c13)C(=O)N(Cc1ccc(N(C)C)cc1)C2,-8,·,1.3,3,·,2,2.2,-0.9,0.2,-9,0.1
COc1ccc2[nH]c(=O)c(CN(C(=O)c3cccnc3)c3ccc(C)cc3C)cc2c1,-1,-0.1,0.1,8,-1.2,-1,-1.2,-1.7,2.3,-34,0.8
COc1ccc(-c2c(C#Cc3ccsc3)c3cc(-c4ccc(C(N)=O)cc4)ccc3n2C)cc1,-2,1.2,-1.3,-3,-0.3,1,0.5,-1.2,-1.2,-25,3.0
COc1ccc(CCNC(=O)c2c(C)noc2C)cc1,0,2.0,-0.1,-2,-0.6,3,0.1,-1.5,-0.8,3,0.8
CCOc1ccccc1NC(=O)c1ccccc1N(C)S(=O)(=O)c1ccc(C)cc1,-4,2.1,-1.4,0,-2.6,-6,-0.7,-2.3,-1.5,1,-4.4
CCc1ccc(NC(=O)C2CCN(S(=O)(=O)c3ccc4c(c3)NC(=O)C(C)S4)CC2)cc1 (stereo not drawn),3,-2.2,-5.7,-26,-1.2,-4,-1.6,-2.0,-0.7,-2,-7.0
Cc1ccc(NC(=O)COC(=O)C2(CC(=O)NC(C)(C)C)CCCC2)cc1C,-2,1.3,0.1,1,0.8,-1,0.0,-1.2,-0.8,-3,0.1
CCO[C@@H]1OC(C(=O)N2CCN(Cc3ccccc3)CC2)=C[C@H](c2coc3ccccc3c2=O)[C@H]1CCCO,-4,0.4,-2.6,-7,-2.0,2,-0.7,-2.1,0.0,0,-3.1
Cc1ccc2c(c1)C(C)CC(C)(C)N2C(=O)CN1CCN(C)CC1 (stereo not drawn),-1,1.3,-1.3,5,0.3,-2,0.5,-1.3,-0.4,-3,-3.5
CCOC(=O)C1(Cc2cccc(Cl)c2)CCCN(C(=O)c2cc(C)on2)C1 (stereo not drawn),-5,2.2,-0.9,-3,0.6,6,0.4,-0.7,-0.6,-8,4.2
COc1cc2c(C(=O)N3CCN(c4cccc(Cl)c4)CC3)cn(C)c(=O)c2cc1OC,2,-1.2,-0.1,6,-0.2,2,0.0,-1.1,-1.6,5,-1.5
Cc1c(C(=O)c2ccccc2)c2ccccn2c1CCc1ccccn1,0,4.2,-1.2,-1,0.0,1,0.2,-0.5,-1.2,-21,-0.4
O=C(CN1C(=O)CCSc2ccccc21)Nc1ccc(F)cc1F,-7,·,-1.0,9,·,-5,1.1,-1.0,·,0,-1.9
O=C(c1ccncc1)c1nccn1-c1ccccn1,6,-0.7,-0.9,-1,-1.0,-1,-0.2,-1.4,0.4,-3,2.1
Cc1cccc(S(=O)(=O)N2CN(CC3CCCO3)c3nc4ccccc4nc32)c1 (stereo not drawn),-1,0.5,2.4,-4,0.3,0,0.6,-0.4,0.4,-71,1.1
N#CCCN(Cc1ccccc1)C(=O)Nc1ccc2c(c1)CCO2,-3,1.3,-2.1,5,1.8,-2,0.4,-1.3,1.2,-4,-1.7
Cc1nnc(N/N=C/c2c[nH]c3ccccc23)[nH]c1=O,4,1.1,3.8,8,0.1,-1,-0.2,-0.1,-2.4,-1,1.5
COc1ccccc1NC(=O)C(=O)N(c1cccnc1)C(C(=O)NC(C)(C)C)c1ccccc1F (stereo not drawn),1,-1.4,-0.7,-4,0.1,-1,-0.2,-1.7,1.2,0,-1.4
COc1cccc(NC(=O)c2cnc(SCC(=O)NCc3ccc4c(c3)OCO4)n(C)c2=O)c1,7,-0.1,-0.9,-4,0.0,0,-2.5,-1.0,26*,-6,-1.8
Cc1ccc(Nc2nc(CSc3nnc(-c4ccc(F)cc4)n3C)cs2)cc1,5,5.7,3.7,-11,-0.4,1,1.5,-0.8,1.1,-1,11*
O=C1CC(C(=O)N2CCN(c3ccccn3)CC2)CN1Cc1ccccc1Cl (stereo not drawn),1,1.3,0.8,2,1.0,-1,-1.0,-0.6,-0.4,-7,-0.1
CC(=O)c1sc(-c2ccc(F)cc2)cc1NS(=O)(=O)c1ccc(C)cc1,8,1.8,2.2,1,-0.2,-2,0.2,-1.4,1.3,-10,1.6
